procasp3 activ: activates human procaspase-3; recombinant procaspase-3 D3A, Ac-DEVD-pNA absorbance 405 nm; activation, % at 8.5 µM; P42574; actives 0.11% (n = 330,000);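 active = activation above the mean of all tested compounds plus 3 SD, cut at about 21% in these data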;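 note: 0% = DMSO alone and 100% = DMSO wells spiked with extra 5 µM PC-3 D3A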
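material = Procaspase-3 D3A mutant | probe or stimulus = Ac-DEVD-pNA | compound = single dose, 8.5 µM nominal compound, 0.8% DMSO | timing = 1 h preincubation, 2 h reaction | measured by = 405 nm absorbance of p-nitroaniline, reads at 0 and 120 min | benchmarks = DMSO-only low control, 5 µM PC-3 D3A high control | repeats = singlicate, each compound tested once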
MEP2 TOR yeast: yeast TOR pathway MEP2-GFP modulation; actives 0.51% (n = 330,000); AID 2016; GFP response vs DMSO, % at 10 µM; S. cerevisiae MEP2-GFP strain, flow cytometry GFP, 3 h; 100% = DMSO control level;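 active = GFP response versus DMSO above a set limit, roughly screen mean plus 3 SD, cut at about 180% in these data; inconclusive = fewer than 70 cells counted for a yeast strain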;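 note: median GFP fluorescence of the barcode-gated MEP2-GFP cells per well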
LAP4-GFP MLPCN: yeast TOR pathway LAP4-GFP modulation. GFP response vs DMSO, % at 10 µM. actives 0.34% (n = 320,000). S. cerevisiae LAP4-GFP multiplex, flow cytometry GFP, 3 h; median GFP as percent of DMSO wells;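 active = GFP response vs DMSO above a set limit, about the screen mean plus 3 SD, cut at about 150% in these data; inconclusive = under 70 cell events counted for the yeast strain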
procasp7 counter: counter-screen: procaspase-7 (human) activation. AID 463210. activation, % at 8.5 µM. actives 0.093% (n = 330,000). recombinant procaspase-7, Ac-DEVD-pNA absorbance 405 nm; D23A/D198A/D206A triple mutant, cannot self-cleave; scale: DMSO 0, 5 µM enzyme 100;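 active = percent activation above the screen-wide mean plus 3 SD, cut at about 25% in these data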
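System: Procaspase-7 triple mutant (PC-7 D3A); measure: % activation from two-timepoint absorbance difference, scaled to controls; times: 1 h compound preincubation, 2 h substrate cleavage, 25 °C; also added: Ac-DEVD-pNA substrate, 400 µM as added; measured by: Epi-absorbance of released pNA at 405 nm, two timepoints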
EBNA-1 inhibitor: blocks EBNA-1 binding to DNA. EBNA-1 DNA binding, fluorescence polarization. inhibition, % at 14.8 µM. actives 0.34% (n = 300,000). AID 1950; in the data active = inhibition above about 28%
AHR activator: activators of human aryl hydrocarbon receptor; P35869; AHR-responsive luciferase reporter cells, luminescence; activation, % at 5 µM; actives 2.5% (n = 320,000); in the data active = activation above about 47%;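 note: 0% = vehicle wells and 100% = reference agonist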
RPL19A TOR yeast: yeast TOR pathway RPL19A-GFP modulation; S. cerevisiae RPL19A-GFP strain, flow cytometry, 3 h; active compounds read low; percent response vs DMSO, % at 10 µM; actives 0.3% (n = 330,000);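 active = percent response vs DMSO below 50%; inconclusive = fewer than 70 events counted for the yeast strain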;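 note: median channel GFP fluorescence of the barcoded RPL19A-GFP strain; ratio of sample median GFP to plate DMSO average so 100% = DMSO; lower means less RPL19A-GFP as with rapamycin TOR inhibition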
ZTA counter: blocks Epstein-Barr virus ZTA, an EBNA-1 counter-screen. ZTA-DNA binding, fluorescence polarization. inhibition, % at 11 µM. P03206. AID 2234. actives 0.15% (n = 320,000); in the data active = inhibition above about 33%
An asterisk follows results filed as active; ? = inconclusive; nt = not tested or not shown; [ ] = dose if it differs, or a comment.

Value order – procasp3 activ	MEP2 TOR yeast	LAP4-GFP MLPCN	procasp7 counter	EBNA-1 inhibitor	AHR activator	RPL19A TOR yeast	ZTA counter
- O=C(/C=C/c1cccs1)Nc1ccc(S(=O)(=O)Nc2ncccn2)cc1
 : 7	96	98	13	0	1	96	7
- Cc1c(NCc2cccnc2)cccc1C(=O)O
 : 4	110	98	-5	-2	2	100	-5
- CCOc1cc(/C=C2/NC(=O)NC2=O)cc([N+](=O)[O-])c1O
 : -2	99[may fluoresce red]	?	10	2	-2	?	1
- COCC(=O)NCCNc1nc2ccc(C)cc2cc1C
 : 3	107	nt	12	-2	27	91	11
- COc1ccc(NS(=O)(=O)c2cccc(C(=O)NNC(=O)CNC(=O)c3ccccc3F)c2)cc1
 : 5	94	96	7	1	-1	94	2
- CCCNS(=O)(=O)c1cccc(C(=O)OCc2cc(=O)oc3cc(OC)ccc23)c1
 : 4	108	100	9	8	-1	102	-1
- CN(c1ccc(C(=O)NCCSC(C)(C)C)cc1)S(=O)(=O)c1ccccc1
 : -5	103	106	-3	6	0	99	-3
- COc1ccc(C2NC(=O)CCC2[N+](=O)[O-])cc1 (stereo not given)
 : -1	104	87	8	-12	-1	99	-24
- Cc1cc(C)n(CCC(=O)N/N=C/c2ccc(Br)c([N+](=O)[O-])c2)n1
 : 12	96	109	5	-3	3	93	11
- O=C(O)C1CCCN1C(=O)Oc1ccccc1 (stereo not given)
 : -3	100	98	13	2	3	96	-6
- O=C(NCCNc1ccc([N+](=O)[O-])cc1Cl)c1ccccc1F
 : -3	102	85	-25	-14	-1	97	-5
- Cc1c(NC(=O)COC(=O)c2ccccc2Cl)c(=O)n(-c2ccccc2)n1C
 : 2	101	94	3	2	-2	103	-3
- O=C(CSC1=NS(=O)(=O)c2cc(F)ccc2N1)Nc1ccccc1
 : 1	80	?	6	1	-1	88	5
- Cc1noc(C)c1COc1ccc(C(=O)Nc2ccccc2)cc1
 : 2	93	103	0	-4	-3	101	-14
- O=C(NCC(=O)N(Cc1ccccc1)C(C(=O)NCC1CCCO1)c1ccccc1)c1ccco1 (stereo not given)
 : 2	89	87	0	-1	-1	102	-1
- CCOc1cc(N2CCOCC2)c(OCC)cc1NCC(=O)N1CCN(Cc2ccccc2)CC1
 : 4	101	101	-5	-5	1	96	-2
- CCOCCCNC(=O)c1ccc2c(c1)N(Cc1ccccc1)C(=O)CS2=O (stereo not given)
 : -8	114	101	-13	1	-1	104	-3
- CC1CCC(NCCNC(=O)c2ccco2)CC1 (stereo not given)
 : 4	104	101	1	4	-1	105	14
- Cc1cc(=O)[nH]c(Nc2c(C)n(C)n(-c3ccccc3)c2=O)n1
 : 4	96	104	-3	3	-3	97	-2
- Oc1ccc(-c2csc(NCc3ccco3)n2)cc1
 : -19	99	93	-23	-5	30	97	-12
- CCCCOc1ccc(OCCCC)c2c1NC1(N2)C(=O)N(C(C)=O)c2ccccc21
 : -4	100	96	-3	-6	8	100	-19
- NNC(=O)C12CC3CC(C1)CC(n1ncnn1)(C3)C2
 : 1	96	93	2	8	4	102	8
- Cc1sc2ncnc(SC(C)C#N)c2c1C (stereo not given)
 : 8	92	119	6	-5	1	93	6
- CCOc1ccc(C(=O)OCC(=O)N2CCCC2)cc1OCC
 : 9	91	89	2	14	1	93	-1
- O=C(NCc1cccs1)C1(S(=O)(=O)c2ccccc2)CC=CC1
 : 0	96	105	-2	10	1	98	17
- CC(C)/C(=N/Nc1ccccc1[N+](=O)[O-])c1ccccc1
 : 3	113	118	-2	-5	2	95	0
- CC(C)c1nc2cc3ccccc3cc2[nH]1
 : 3	104	95	5	14	35	94	-8
- Cc1noc(C)c1COc1cccc(C(=O)OCC(=O)N2CC(=O)Nc3ccccc32)c1
 : 0	97	101	9	-10	4	101	-2
- COc1ccc(C)cc1S(=O)(=O)Nc1ccc2c(c1)OCO2
 : 3	102	99	8	12	8	100	-1
- COc1ccc(OC)c(NC(=O)C23CCC(C)(C(=O)O2)C3(C)C)c1 (stereo not given)
 : -1	111	106	2	-4	29	110	-11
- COc1ccc2cc(Br)ccc2c1CC(=O)NCCCN1CCOCC1
 : -20	100	nt	6	1	-2	99	-4
- COC(=O)/C=C1\SC(N2CCOCC2)=C(c2ccc(OC)cc2)C1=O
 : -9	102	111	-20	12	-1	96	-5
- COCCCNC(=O)c1cn(C)c(=O)c2c1c1ccccc1n2C
 : -7	113	94	2	7	5	109	-3
- Cc1ccc(CCNC(=O)CCS(=O)(=O)c2ccc3nc(C)sc3c2)cc1
 : 5	106	105	0	-3	1	100	0
- C[C@]12CCC(O)CC1=CCC1C2CC[C@]2(C)/C(=N\NC(N)=S)CCC12 (stereo not given in full)
 : -3	106	118	11	-6	0	106	-2
- O=C(O)C1C2CCC(O2)C1C(=O)Nc1ccc(Br)cc1F (stereo not given)
 : -3	103	89	2	0	2	101	-2
- O=C(CCl)N(Cc1cc(=O)[nH]c2ccccc12)c1ccccc1
 : 6	99	90	-6	1	11	99	-4
- Cc1cc(C)n2nc(SCC(=O)N(CC(C)C)c3c(N)n(CC(C)C)c(=O)[nH]c3=O)nc2n1
 : 3	111	99	-1	5	1	103	10
- CC(C)[C@@H](C(=O)N1CCN(C(=O)OC(C)(C)C)CC1)n1cc(CCO)nn1
 : 5	nt	nt	6	-18	0	nt	1
- Cc1ccccc1NC(=O)CN1CCC(n2nnc3ccccc32)CC1
 : -10	98	93	6	-3	-5	93	-22
- NCCCC(=O)N1c2ccccc2Sc2ccc(Cl)cc21
 : -2	105	104	-3	-1	0	103	-7
- CC(C)[C@H](NC(=O)c1ccccc1)C(=O)NCCc1ccccc1
 : 0	96	84	9	-6	3	103	5
- CCOc1cccc(=O)c2c(C)n(CC3CCCO3)c(C)c12 (stereo not given)
 : -1	99	88	-9	3	2	102	-21
- CC(Oc1ccc(Cl)cc1Cl)C(=O)/C=C/N(C)C (stereo not given)
 : 1	94	138	8	4	2	85	-16
- O=C(COC(=O)CSc1cc(Cl)ccc1Cl)Nc1ncc(C(F)(F)F)cc1Cl
 : -5	99	100	17	-11	0	99	-15
- C=C(C)Cn1c(CCNC(=O)C(C)(C)C)nc2ccccc21
 : 7	99	112	7	0	2	99	12
- COc1ccc(-c2nc(N)n(C(=O)Cc3ccccc3)n2)cc1
 : -2	108	103	0	-8	12	97	-2
- CCCc1cc(=O)n2[nH]c(-c3cccc(Br)c3)cc2n1
 : 3	103	91	4	-15	160*	105	-15
- COc1cc(-c2nnc(SCC(=O)N(Cc3ccccc3)C(C)(C)C)o2)cc(OC)c1OC
 : 9	96	101	-1	8	1	98	4
- Cc1ccc(C(=O)OCn2ncc(Cl)c(Cl)c2=O)cc1
 : -6	96	117	-10	-8	1	92	3
- CCCCNC(=O)Cn1cnc2c(cnn2-c2ccc(C)c(C)c2)c1=O
 : 2	99	100	3	1	-1	98	12
- CCOc1ccc(N(CC(=O)NC(C)(C)C)C(=O)c2ccco2)cc1
 : -2	104	111	-3	3	-2	103	0
- CCOC(=O)c1cnn(-c2cc(C)c3ccccc3n2)c1N
 : 6	95	86	1	3	53*	93	7
- O=S(=O)(c1cc(F)ccc1F)N1CCC2(CC1)OCCO2
 : -1	100[may fluoresce green]	108[may fluoresce green]	10	-3	24	95[may fluoresce green]	-26
- O=C(Cn1cnc2cc([N+](=O)[O-])ccc2c1=O)NC(c1ccccc1)c1ccccc1
 : 4	111	101	-1	-9	0	109	0
- CCN(CC)c1ccc(C=C(c2nnnn2-c2ccc(C)cc2)c2nnnn2-c2ccc(C)cc2)cc1
 : -21	119	88	-20	3	7	108	2
- CCOC(=O)N1CCN(C(=O)c2cn(CC)c3cc(N4CCN(C)CC4)c(F)cc3c2=O)CC1
 : 1	98	106	1	-3	0	105	5
- COC(=O)C1CN(S(=O)(=O)c2cc(OC)ccc2OC)CCS1 (stereo not given)
 : 11	109	97	-8	6	0	106	-9
- CC(NC(=O)Cc1ccccc1)c1ccccc1 (stereo not given)
 : -2	102	95	3	-7	-4	104	-9
- Cc1sc2nc(CSCC(=O)Nc3cc(F)ccc3F)[nH]c(=O)c2c1C
 : 8	99	105	-4	nt	2	99	0

Next entries.
Value order – procasp3 activ	MEP2 TOR yeast	LAP4-GFP MLPCN	procasp7 counter	EBNA-1 inhibitor	AHR activator	RPL19A TOR yeast	ZTA counter
- COc1ccc(Cl)cc1NC(=O)COC(=O)C1CC1
 : -1	100	110	-3	nt	2	96	-3
- COc1cc(/C=N/NC(=O)c2c(C)nnn2-c2nonc2N)ccc1O
 : 3	114	76	-8	-4	-8	107	11
- CCNc1nc(OC)nc(N(OC)S(=O)(=O)c2ccc(C)cc2)n1
 : 5	99	87	10	-7	0	99	-9
- CCC(=O)c1ccc(OCC(=O)OCC(=O)Nc2cccc(S(=O)(=O)N3CCCC3)c2)cc1
 : -2	96	107	-3	nt	-2	98	6
- O=C(Nc1c2c(nn1-c1ccccc1)CS(=O)C2)c1ccc(Br)o1 (stereo not given)
 : 2	98	75	0	2	3	108	0
- COc1cccc(C(=O)NCCS(=O)(=O)NCc2ccc(Cl)cc2)c1
 : -13	98	97	1	8	3	93	3
- CCCN(CC1CC1)C(=S)Nc1ccc(C(C)=O)cc1
 : 8	101	100	-3	7	2	98	-12
- CCn1cc(C(=O)NCc2ccccc2)c(=O)c2cc(F)c(N3CCN(C(=O)c4ccco4)CC3)cc21
 : -6	88	107	-3	-9	-1	84	5
- Cn1c(Cc2ccccc2)nnc1SCCC(=O)Nc1ccccc1
 : 1	100	93	-5	6	1	100	8
- C=CCc1ccc(OCCOCCN(C)C)c(OC)c1
 : 7	96	99	7	2	7	101	-20
- Cc1ccc(-c2cc(C(F)F)n3ncc(C(=O)NN4CCCCC4)c3n2)cc1
 : 6	100	96	-13	5	0	97	-2
- CC(C)c1ccc(NC2(C#N)C(=O)Nc3ccccc32)cc1 (stereo not given)
 : -2	94	100	-3	2	4	95	-8
- CC1CCCCC1NC(=O)CO/N=C/c1ccc(OC(F)F)cc1 (stereo not given)
 : 6	93	81	1	2	1	95	-8
- O=C(Nc1cccc(Cl)c1)C1CCCN(S(=O)(=O)c2ccc(F)cc2)C1 (stereo not given)
 : 7	95	96	-6	1	0	100	-1
- Cn1cc(CN2CCC(C(=O)Nc3ccc(Oc4ccccc4F)cc3)CC2)cn1
 : 2	97	87	3	0	-2	99	16

Two of these compounds in another layout.
SMILES | procasp3 activ | MEP2 TOR yeast | LAP4-GFP MLPCN | procasp7 counter | EBNA-1 inhibitor | AHR activator | RPL19A TOR yeast | ZTA counter
Cn1c(Cc2ccccc2)nnc1SCCC(=O)Nc1ccccc1 | 1 | 100 | 93 | -5 | 6 | 1 | 100 | 8
C=CCc1ccc(OCCOCCN(C)C)c(OC)c1 | 7 | 96 | 99 | 7 | 2 | 7 | 101 | -20

Next section:
Value order – procasp3 activ	MEP2 TOR yeast	LAP4-GFP MLPCN	procasp7 counter	EBNA-1 inhibitor	AHR activator	RPL19A TOR yeast	ZTA counter
- O=C(O)CSc1nnnn1C1CCCCC1
 : -1	107	85	6	7	1	83	12
- CCCc1c(O)nc(SC2CC(=O)N(c3ccc(C)c(Cl)c3)C2=O)[nH]c1=O (stereo not given)
 : -14	84	105	-5	-8	0	93	-6
- O=C(O)c1ccccc1NC(=O)c1ccccc1Nc1ccccc1
 : 6	99	90	-3	-3	1	104	-2
- CC(=O)N1CCN(C(=O)COc2ccccc2C(=O)Nc2ccccc2)CC1
 : -3	109	105	7	2	0	99	9
- O=C(Nc1ccc2c(c1)OCCO2)c1cc2sccc2n1Cc1ccccc1
 : 2	110	118	-6	2	26	103	16
- CCn1c(O)c(/C=N/N=C2CCCC2)c2ccc(C3=NNC(=O)CC3)cc21
 : -3	104	89	1	8	3	100	-11
- CCCCN(N=Nc1nonc1OC)c1nonc1OC
 : -6	105	98	2	-10	-2	102	-8
